# Bioassay records from PubChem.
# LANA DNA inh = inhibitors of KSHV LANA C-terminal domain DNA binding; MBP-C-LANA/FAM-LBS DNA binding, fluorescence polarization; inhibition, % at 9 µM; 340,000 compounds, 0.078% hits; AID 504423;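 active = highest replicate inhibition at or above 60% at 9 µM, even if other replicates fall short; inactive = all replicates below 60% inhibition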;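 also: 0% = neutral control wells and 100% = 4 µM acridine orange control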
# Pemphigus Ab inh = inhibitors of pemphigus antibody binding to human desmoglein-3; P32926; DSG3-coupled beads, scFv-anti-DSG3-GFP binding, flow cytometry; hits give low values; binding (percent of control), % at 10 µM; 310,000 compounds, 0.48% hits;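 active = binding more than 3 SD below its plate's average and above zero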;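 also: hits lower antibody fragment binding to DSG3; some compounds called inactive have numbers as strong as hits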
# Target sequence (P32926 whole entry, looked up, the tested form may be a part): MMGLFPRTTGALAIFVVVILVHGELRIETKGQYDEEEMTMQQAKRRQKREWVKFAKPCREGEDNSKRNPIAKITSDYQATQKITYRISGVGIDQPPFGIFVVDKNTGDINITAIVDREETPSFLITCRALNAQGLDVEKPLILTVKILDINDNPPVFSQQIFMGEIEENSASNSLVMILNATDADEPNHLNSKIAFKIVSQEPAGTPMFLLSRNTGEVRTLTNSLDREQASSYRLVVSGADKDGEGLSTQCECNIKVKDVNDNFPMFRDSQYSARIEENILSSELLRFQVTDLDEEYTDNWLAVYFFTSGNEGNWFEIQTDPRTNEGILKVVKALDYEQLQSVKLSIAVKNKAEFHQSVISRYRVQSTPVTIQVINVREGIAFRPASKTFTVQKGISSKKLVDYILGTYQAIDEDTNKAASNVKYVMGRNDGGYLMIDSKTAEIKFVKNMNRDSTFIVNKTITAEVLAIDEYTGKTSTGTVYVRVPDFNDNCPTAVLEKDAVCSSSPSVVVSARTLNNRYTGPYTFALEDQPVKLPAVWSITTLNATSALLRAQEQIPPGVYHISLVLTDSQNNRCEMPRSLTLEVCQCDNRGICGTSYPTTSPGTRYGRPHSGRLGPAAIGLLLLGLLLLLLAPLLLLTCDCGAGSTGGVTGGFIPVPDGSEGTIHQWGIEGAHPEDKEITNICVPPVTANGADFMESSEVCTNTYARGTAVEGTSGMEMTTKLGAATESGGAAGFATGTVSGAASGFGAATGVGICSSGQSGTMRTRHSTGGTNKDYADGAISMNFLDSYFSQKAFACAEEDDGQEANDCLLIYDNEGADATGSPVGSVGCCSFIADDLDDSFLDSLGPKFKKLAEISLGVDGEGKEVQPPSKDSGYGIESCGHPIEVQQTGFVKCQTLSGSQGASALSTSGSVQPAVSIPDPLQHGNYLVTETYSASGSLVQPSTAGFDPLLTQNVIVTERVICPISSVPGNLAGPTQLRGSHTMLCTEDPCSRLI
# CAL PDZ FP-1 = blocks peptide binding to the human CAL PDZ domain. Q9HD26. purified CAL PDZ, TMR-peptide fluorescence polarization, 1 h. inhibition, % at 24.9 µM. 300,000 compounds, 0.92% hits. AID 602252;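 active = mean inhibition of at least 30% with at least half of replicates also reaching 30%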;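 also: 0% = DMSO neutral control and 100% = excess unlabeled competitor peptide PRC23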
# NSD2 HMT inh = inhibitors of human histone methyltransferase NSD2 | NSD2 peptide methylation, AlphaScreen, 120 min | inhibition, % at 12.5 µM | 310,000 compounds, 0.54% hits | AID 743445; in the data active = inhibition above about 50%
# Arrestin-AP2 inh = human beta-arrestin and AP2 interaction inhibition | FITC-arrestin peptide / GST-AP2 beads, flow cytometry; AP2 beta2 appendage carries R879A mutation | inhibition, % at 10 µM | 340,000 compounds, 0.31% hits | AID 504490;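 active = inhibition above a set limit, near 3 SD of compounds lacking own fluorescence, cut at about 54% in these data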;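 also: plate controls were DMSO wells for no effect and 5 µM unlabelled arrestin peptide for full effect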
#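 System: GST-AP2 R879A bound to glutathione beads, E. coli-expressed. Also added: 50 nM FITC-arrestin peptide. Schedule: compound with beads 12 min RT, then probe 1 h RT. Signal: bead flow cytometry, FITC channel. Read-out basis: percent response.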
# Keap1-Nrf2 PPI = disrupts human Keap1 binding to Nrf2 peptide. Q14145. Keap1 Kelch-Nrf2 peptide fluorescence polarization, 1536-well. inhibition, % at 9.4 µM. 340,000 compounds, 0.15% hits. AID 504523; in the data active = inhibition above about 12%;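 also: human Keap1 Kelch domain with fluorescein labeled Nrf2 9mer peptide probe; 0% = neutral control wells and 100% = peptide positive control; higher means more block of Keap1 binding to Nrf2 peptide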
# DAGLB inhibitor = blocks human DAGLB lipase activity. inhibition, % at 5.17 µM. Q8NCG7. HEK293T DAGLB membrane lysate, EnzChek fluorogenic substrate. 340,000 compounds, 0.059% hits; in the data active = inhibition above about 34%;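 also: 0% = enzyme with vehicle and 100% = wells lacking enzyme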
# Cardiac RTF inh = cardiac RTF calcium desensitization. inhibition, % at 7.15 µM. P19429+P45379. IANBD-labeled cardiac RTF, Ca2+ fluorescence. AID 493244. 340,000 compounds, 0.12% hits;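 active = inhibition above the mean inhibition of all tested compounds plus 3 SD, cut at about 17% in these data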;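 also: assay run at fixed EC70 calcium of 1.6 mM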
# V-ATPase pH = regulators of yeast V-ATPase proton transport; S. cerevisiae, pHLuorin cytosolic pH fluorescence; response, % at 10 µM; 350,000 compounds, 0.37% hits; in the data active = response mostly above about 7.3%, no sharp cut-off; inactive = mostly below about 5.4%; also: actives read high; inactives centre near 0; some compounds called inactive have numbers as strong as hits
# CAL PDZ FP-2 = inhibitors of human CAL PDZ peptide binding; Q9HD26; purified CAL PDZ, TMR-peptide fluorescence polarization, 1 h; inhibition, % at 20 µM; 330,000 compounds, 0.02% hits; AID 504414;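 active = highest replicate inhibition of at least 40%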;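 also: plate controls were DMSO neutral control wells for no effect and unlabeled competitor peptide control wells for full effect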
#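 Test system: tagged CAL PDZ domain / Buffer or medium: sodium phosphate/NaCl buffer pH 7.4 with TCEP, IgG, Thesit / Reagent: TMR-labelled reporter peptide T*-PRC34 bound in PDZ groove / Compound dosing: single point, 20 µM / Schedule: 1 h incubation at room temperature before polarization reading / Technique: fluorescence polarization (mP) / Benchmarks: unlabelled peptide, DMSO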
# An asterisk follows results filed as active; / = no result given. A portion of the library; rates above refer to the full screens.
SMILES,LANA DNA inh,Pemphigus Ab inh,CAL PDZ FP-1,NSD2 HMT inh,Arrestin-AP2 inh,Keap1-Nrf2 PPI,DAGLB inhibitor,Cardiac RTF inh,V-ATPase pH,CAL PDZ FP-2
COC(=O)C(Cc1ccccc1)NC(=O)c1cc(S(=O)(=O)N(C)C)ccc1Cl (stereo not given),1.3,100,-1,-2,5,-3,2,-6,-1,-0.6
Cc1nnc(NC(=O)c2cccc(S(=O)(=O)N3CC(c4ccccc4)CC3=O)c2)s1 (stereo not given),-0.4,100,/,/,16,-2,1,-3,4,-0.6
CN(C)CCCNc1cc(O)c2ncccc2c1,23,106,-1,/,4,22*,-1,-22,1,-0.1
COc1cccc(CN2C(=O)CCC2(C)C(=O)NC2CCCCCC2)c1 (stereo not given),-2.1,102,-3,2,2,0,-1,-11,3,-0.6
COc1ccccc1NC(=O)C1=C(C)Nc2nc(-c3cccs3)nn2C1c1cccnc1 (stereo not given),-1.9,108,-4,/,5,-5,-4,-7,-4,-1.1
CCOC(=O)/C=C/C(=O)OCC(=O)Nc1cccc(Cl)c1Cl,0.7,102,/,0,-7,-1,-1,1,2,-0.8
CCOC(=O)N1CCN(C(=O)/C(=C/c2cccc3ccccc23)NC(=O)c2ccc(OC)c(OC)c2)CC1,0.2,84,-3,2,2,0,2,-6,1,-2.2
N#CC(=C(O)CN1CCN(c2ccccc2F)CC1)c1nc(-c2ccc(Cl)cc2)cs1,-1.8,122,1,-3,20,0,10,-5,-1,-0.1
Cc1ccc(S(=O)(=O)N2CCCCC2)cc1NC(=O)CSc1nccn1C,0.7,99,-9,2,38,1,1,0,0,0.2
O=C(c1ccc2c(c1)OCCO2)N1CCCCC1,1.1,94,-3,-1,12,-2,0,-12,7,0.3
CNC(=S)N(Cc1ccco1)Cc1cc2cc(OC)ccc2[nH]c1=O,0.3,107,2,2,5,0,1,-2,0,-1.8
Cn1ccnc1SCC(=O)NC1CCCC1,-0.6,90,0,15,2,-3,3,-16,/,-5.3
CC1Cc2c([nH]c3ccccc23)C(=O)N1 (stereo not given),-0.5,120,-8,5,-2,-1,1,-6,2,-1.5
COCCOC(=O)CSc1ncccc1-c1nc2cc(C)c(C)cc2[nH]1,-0.5,105,-2,-1,9,-5,0,3,0,-3.0
COc1ccc(NC(=O)CSCCc2ccccn2)cc1OC,-0.8,99,-3,-38,21,-1,0,9,-2,0.6
CC(NC(=O)c1ccccc1)C(=O)OCC(=O)c1c(N)n(C)c(=O)n(C)c1=O (stereo not given),-1.0,/,-6,2,-1,5,3,-4,0,-0.4
Cc1cc(N/N=C/c2ccc(O)cc2O)c2ccccc2n1,0.3,109,-2,15,-3,-2,0,-9,4,0.0
O=C(NC(CO)Cc1ccccc1)c1ccccc1 (stereo not given),0.0,102,2,-3,2,0,-6,6,0,-0.5
CC12CCC(C(=O)Nc3ccncc3)(CC1O)C2(C)C (stereo not given),-1.4,/,-2,-1,-6,-2,-1,-6,8,0.8
COc1ccc(N(C(C)C(=O)N/N=C(\C)C(C)(C)C)S(C)(=O)=O)cc1 (stereo not given),3.6,105,-1,-1,1,1,3,4,4,-2.1
Cc1ccc(NC(=O)C2=COCCO2)cc1S(=O)(=O)N1CCOCC1,-0.4,/,2,10,6,-4,-1,-3,-1,-0.3
Cc1ccc(NC(=O)COC(=O)c2cccnc2Cl)cc1S(=O)(=O)N1CCOCC1,0.7,95,-1,-1,13,-1,0,2,-5,-0.8
O=C(O)C1CC(O)CN1c1nc(Cl)ccc1[N+](=O)[O-] (stereo not given),3.3,86,/,-1,12,-2,-3,4,-1,-0.5
CCn1cnc2c1c(=O)n(CC(=O)NCC(F)(F)F)c(=O)n2Cc1ccccc1,0.4,109,2,-3,23,0,1,2,5,-0.2
O=C(NCCOC(=O)c1ccc(C(=O)OCCNC(=O)c2cccnc2)s1)c1cccnc1,0.3,98,/,-1,-7,-4,2,-2,-2,-1.1
Cc1ccccc1NC(=S)NC(=O)C1CCCCC1,2.5,/,-5,1,-14,-6,-5,-3,-3,-2.1
O=C(NNC(=O)c1ccc(S(=O)(=O)N2CCOCC2)cc1)c1ccccc1,-1.8,93,-2,-2,-1,-3,-1,-13,-86,-0.5
CCNC(=O)C1Cc2ccccc2CN1S(=O)(=O)c1ccc(F)cc1 (stereo not given),-0.7,89,-5,-5,-6,2,1,-8,-1,-2.4
COc1ccccc1C(c1nnnn1C1CCCC1)N1CCN2CCCC2C1 (stereo not given),0.9,105,0,4,1,-7,0,-21,-2,0.0
CCC(C)(C)c1ccc(OCC(=O)N(C)C)c(C(C)(C)CC)c1,2.0,101,6,20,1,3,/,/,-3,-0.3
CCOc1ccc(NC(=O)COC(=O)CN2CCCCCC2=O)cc1,0.1,/,-3,-1,9,-4,-1,-4,-1,-0.3
O=C(Nc1ccccc1[N+](=O)[O-])C1=C(O)CCn2c1nc1ccccc12,-0.1,98,5,1,30,4,-1,-3,1,1.5
COc1ccc(S(=O)(=O)N2CCC(C(=O)NCC(=O)Nc3c(C)cccc3C)CC2)cc1OC,-1.3,101,6,-1,38,2,-2,-19,-3,1.9
CCCCC(C(=O)O)C(C)CC(=O)Nc1ccn(-c2ccccc2)n1 (stereo not given),0.7,100,-4,-3,7,3,2,5,-1,-0.8
C[C@H]1CN([C@@H](C)CO)C(=O)c2cccc(NC(=O)C3CC3)c2O[C@H]1CN(C)Cc1ccc(-c2ccccc2)cc1,-2.8,105,0,/,-1,6,-3,-4,-3,-1.2
O=C(NCc1cccs1)Nc1ccc(Cl)cc1,-1.8,/,3,-1,-4,0,-2,2,5,0.8
Cc1ccccc1NC(=S)Nc1cccc([N+](=O)[O-])c1,16,97,11,4,20,3,2,-7,-1,0.1
O=C(OCC(=O)N1CCc2ccccc21)c1ccccc1[N+](=O)[O-],-2.0,114,-3,0,2,5,-1,0,0,-0.6
Cc1csc(NC(=O)c2ccccc2)n1,0.4,90,/,0,29,-4,-4,-3,1,-1.8
Cc1ccc2c(CSc3nc4ccccc4c(=O)n3CCCO)cc(=O)oc2c1C,6.0,105,-3,5,4,1,2,-4,0,-1.0
O=C(NCC(=O)N1CCCC(C(F)(F)F)C1)c1ccco1 (stereo not given),-0.1,102,-2,2,33,0,0,-5,3,0.3
Cc1ccccc1C(=O)NCC(=O)NNC(=O)CCN1CCN(c2ccccc2)CC1,-1.1,108,2,-3,-11,-2,0,-2,6,-2.9
CCOc1cc(C(=O)NC(=S)Nc2nc(C)cc(C)n2)cc(OCC)c1OCC,1.5,102,/,0,1,0,-3,-11,-2,-2.1
COc1ccc(NC(=O)CON=CC(=O)Nc2ccc(C)cc2)c(OC)c1,-3.3,/,-7,2,-10,1,-1,-3,0,0.2
Cc1ccccc1C(=O)NC(=S)NCc1cccnc1,-0.1,110,-2,-4,42,-2,1,-2,0,-2.0
O=C(NNC1CC(=O)N(c2ccc(F)cc2)C1=O)c1cccnc1 (stereo not given),-2.0,/,-6,-3,40,-5,0,-4,-1,0.7
COc1cccc(C2c3[nH]c4ccccc4c3CCN2Cc2cccc(C)n2)c1 (stereo not given),0.3,98,-2,1,-5,0,1,-5,3,-1.6
CCc1cccc(CC)c1NC(=O)CN1CCN(S(=O)(=O)c2ccccc2)CC1,0.8,/,-1,2,0,3,-2,-1,-2,-2.0
CN1C(=O)/C(=C/c2ccc(C(=O)NC3CCCC3)cc2)Oc2ccccc21,0.6,97,-5,-2,-5,-5,-1,-1,-5,-1.1
O=[N+]([O-])c1ccccc1OCC(O)CN1CCN(CC(O)COc2ccccc2[N+](=O)[O-])CC1 (stereo not given),0.3,121,-1,2,7,0,2,-5,-1,-0.6
CCC1=NN(C(=O)Cc2ccc([N+](=O)[O-])cc2)C(O)(C(F)(F)F)C1 (stereo not given),-0.3,/,-3,1,6,-3,0,-1,-1,1.1
O=C(Nc1ccc2c(c1)OCO2)c1noc2c1CCCCC2,-0.6,101,/,1,0,0,-2,-6,4,-0.8
CCOC(=O)c1cnn(-c2ccccc2)c1-c1ccccc1,1.4,89,-6,1,5,-2,-5,-6,-2,/
O=C(Cn1c2[n+](c3ccc(C(F)(F)F)cc31)CCCCC2)c1ccc2c(c1)OCCO2,0.3,99,-1,0,0,-9,4,-8,-2,-2.4
Cc1ccc(S(=O)(=O)N2CCN(C(=O)CCC(=O)N3CCc4ccccc43)CC2)cc1,0.9,102,3,2,3,2,3,0,0,-1.9
CNC(=S)NNC(=O)c1cccc(C(F)(F)F)c1,-0.5,98,6,3,1,-1,-2,0,-2,0.1
CC(=O)Nc1ccc(C(=O)NNC(=O)c2cccs2)cc1,1.3,101,0,-2,1,7,2,-5,-3,-2.0
CCOC(=O)CC(=O)NC(CC(=O)OC)c1ccc(C(C)C)cc1 (stereo not given),0.7,96,5,-1,-5,-4,1,5,-2,-2.2
COC(=O)C1CCN(C(=O)c2cc(=O)[nH]c3ccccc23)CC1,-0.5,103,/,-4,4,-2,0,10,3,0.3
CON(C)S(=O)(=O)c1cccc(C(=O)Nc2cccc(S(=O)(=O)NC3=NCCCCC3)c2)c1,-0.2,96,-4,19,-19,-4,-3,-2,5,-1.0

# Profiles as entered above. Order of values: LANA DNA inh | Pemphigus Ab inh | CAL PDZ FP-1 | NSD2 HMT inh | Arrestin-AP2 inh | Keap1-Nrf2 PPI | DAGLB inhibitor | Cardiac RTF inh | V-ATPase pH | CAL PDZ FP-2
# CON(C)S(=O)(=O)c1cccc(C(=O)Nc2cccc(S(=O)(=O)NC3=NCCCCC3)c2)c1 is entered as -0.2 | 96 | -4 | 19 | -19 | -4 | -3 | -2 | 5 | -1.0
# CCc1cccc(CC)c1NC(=O)CN1CCN(S(=O)(=O)c2ccccc2)CC1 is entered as 0.8 | / | -1 | 2 | 0 | 3 | -2 | -1 | -2 | -2.0
# CCC1=NN(C(=O)Cc2ccc([N+](=O)[O-])cc2)C(O)(C(F)(F)F)C1 (stereo not given) is entered as -0.3 | / | -3 | 1 | 6 | -3 | 0 | -1 | -1 | 1.1

# Later entries.
SMILES,LANA DNA inh,Pemphigus Ab inh,CAL PDZ FP-1,NSD2 HMT inh,Arrestin-AP2 inh,Keap1-Nrf2 PPI,DAGLB inhibitor,Cardiac RTF inh,V-ATPase pH,CAL PDZ FP-2
Cc1cc(C)c(C(=O)N(C)C2CCCN(Cc3ccccc3F)C2)o1 (stereo not given),-0.6,110,-1,5,8,-2,-1,-6,-1,-1.6
CC(=O)Nc1ccc(S(=O)(=O)N2CCC(N3CCCCC3)CC2)cc1,-1.0,97,-2,2,-5,-4,0,6,4,-3.3
Cc1ccc(NC(=O)c2ccc(C#CC3(O)CCCCC3)cc2)cc1C,-1.0,100,1,-6,2,-3,-4,-20,3,0.0
Cc1cc(C)nc(NC(=NCCc2c[nH]c3ccccc23)NC(=O)Nc2ccccc2)n1,0.7,98,-4,1,1,0,-4,5,-2,-0.3
